# Compound activity as filed in PubChem.
# EBNA-1 inhibitor: EBNA-1 DNA-binding inhibitors, primary screen, biochemical, fluorescence polarization. inhibition, % at 14.8 µM. 0.34% of 300,000 active. AID 1950, 2009; in the data active means inhibition above about 28%
# CTSL1 counter: Fasciola hepatica cathepsin L1 inhibitors, primary screen, counter-screen for PFM18AAP inhibitor project, biochemical, QFRET, fluorogenic peptide substrate | 0.49% of 300,000 active | recombinant F. hepatica cathepsin L1, Z-Leu-Arg-MCA fluorescence | inhibition, % at 5.96 µM | AID 1906, 2009;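 active means inhibition above the mean of all tested compounds plus 3 SD, set per screening campaign, cut at about 17% in these data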;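 further: 0% = plate median of test compound wells and 100% = 1 µM Z-Phe-Ala-diazomethylketone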
# HCV core dimer: inhibitors of HCV core protein dimerization, primary screen, biochemical, TR-FRET, high-throughput; TR-FRET GST/Flag-core106 dimerization, 1536-well; inhibition, % at 5 µM; 0.33% of 300,000 active;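 active means inhibition above the mean of all tested compounds plus 3 SD, set per screening campaign, cut at about 45% in these data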
#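 Test system: GST/Flag-tagged HCV core106 proteins; Medium: KF-containing HEPES buffer, pH 7.45, DTT, CHAPS, BSA; Times: compound-protein-antibody incubation 4 h at 22.5 °C; Detection: TR-FRET 671 and 617 nm emission; Benchmarks: wells lacking GST-core106 and wells with excess unlabelled core106.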
# Yeast superoxide: reduction of superoxide in aged yeast, primary screen, HTS | S. cerevisiae aged cells, superoxide DHE fluorescence; active compounds read low | superoxide response (% of plate mean), % at 10 µM | 0.18% of 330,000 active | AID 2690, 2010;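 active means superoxide response under a set limit, about three screen SD below normal, cut at about 65% in these data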;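 further: yeast aged for seven days with compound at 30 °C before DHE staining; 100% = average MFI of all compound-treated wells on the plate with controls excluded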
# PP1 counter: PP1-alpha phosphatase inhibitors, primary screen, counter-screen for PP5 inhibitor project, biochemical, fluorescence, OMFP substrate, single point | Serine/threonine-protein phosphatase PP1-alpha catalytic subunit (Homo sapiens), P62136 | purified PP1alpha | inhibition, % at 6.7 µM | 0.9% of 320,000 active | AID 2235, 2010;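 active means inhibition above the mean inhibition of all tested compounds plus 3 SD, computed separately for each screening campaign, cut at about 15% in these data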
# Target sequence (P62136 whole entry, looked up): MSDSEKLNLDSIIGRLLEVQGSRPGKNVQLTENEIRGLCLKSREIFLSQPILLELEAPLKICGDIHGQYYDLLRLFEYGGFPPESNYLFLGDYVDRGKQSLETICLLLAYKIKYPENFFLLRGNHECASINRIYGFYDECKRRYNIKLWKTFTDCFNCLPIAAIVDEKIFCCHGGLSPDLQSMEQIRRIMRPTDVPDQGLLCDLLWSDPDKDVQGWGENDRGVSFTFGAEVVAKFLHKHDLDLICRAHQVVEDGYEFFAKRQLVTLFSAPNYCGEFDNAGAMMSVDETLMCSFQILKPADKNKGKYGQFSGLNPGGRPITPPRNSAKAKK
# PP5 inh: PP5 phosphatase inhibitors, primary screen, biochemical, fluorescence; purified PP5c, OMFP substrate fluorescence; AID 1987, 2009; Serine/threonine-protein phosphatase 5 (Homo sapiens), P53041; inhibition, % at 6.7 µM; 0.18% of 320,000 active;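 active means inhibition above the campaign's mean inhibition across all tested compounds plus 3 SD, cut at about 9.5% in these data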;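 further: 0% = DMSO only and 100% = 100 µM cantharidin control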
# GASC-1 inh: inhibitors of GASC-1 histone demethylase, primary screen, biochemical, fluorescence, DELFIA europium; Lysine-specific demethylase 4C (Homo sapiens), Q9H3R0; GST-JMJD2C(1-420) H3K9me3 demethylation; inhibition, % at 2.35 µM; 0.069% of 330,000 active; AID 2099, 2009;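 active means more than half of a compound's replicate wells show inhibition beyond 50%, single wells judged on their own value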;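 further: signal counts dimethyl H3K9 product captured on neutravidin plate; 0% = median of DMSO wells and 100% = 0.3 times that DMSO median; strong numbers were not always called active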
# Target sequence (Q9H3R0 1-420 limits assumed): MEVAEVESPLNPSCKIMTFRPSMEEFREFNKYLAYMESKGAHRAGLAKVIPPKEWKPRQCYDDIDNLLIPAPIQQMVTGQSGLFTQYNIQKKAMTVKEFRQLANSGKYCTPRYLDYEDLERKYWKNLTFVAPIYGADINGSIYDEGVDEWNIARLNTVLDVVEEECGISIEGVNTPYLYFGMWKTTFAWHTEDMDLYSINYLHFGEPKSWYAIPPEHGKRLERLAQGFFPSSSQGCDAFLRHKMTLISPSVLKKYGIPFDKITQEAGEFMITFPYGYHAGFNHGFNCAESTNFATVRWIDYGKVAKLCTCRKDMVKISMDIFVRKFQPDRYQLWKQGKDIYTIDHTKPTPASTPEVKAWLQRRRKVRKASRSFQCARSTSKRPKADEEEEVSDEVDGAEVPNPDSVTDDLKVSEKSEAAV
# ZTA counter: blocks Epstein-Barr virus ZTA, an EBNA-1 counter-screen | P03206 | ZTA-DNA binding, fluorescence polarization | inhibition, % at 11 µM | 0.15% of 320,000 active; in the data active means inhibition above about 33%
# Target sequence (P03206 whole entry, looked up): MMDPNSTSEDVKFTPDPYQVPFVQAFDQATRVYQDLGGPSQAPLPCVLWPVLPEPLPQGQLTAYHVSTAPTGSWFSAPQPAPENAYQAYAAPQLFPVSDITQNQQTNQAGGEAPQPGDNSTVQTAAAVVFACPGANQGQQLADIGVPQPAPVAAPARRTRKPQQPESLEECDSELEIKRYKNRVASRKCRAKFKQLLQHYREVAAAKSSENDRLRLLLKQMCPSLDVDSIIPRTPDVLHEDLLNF
# TPT1 inhibitor: Candida albicans TPT1 enzyme inhibitors, primary screen, biochemical, fluorescence polarization; recombinant caTPT1, FP RNA substrate dephosphorylation; inhibition, % at 5 µM; 0.81% of 300,000 active; AID 1962, 2009;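 active means inhibition above the mean of all tested compounds plus 3 SD, set per screening campaign, cut at about 24% in these data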;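 further: plate controls were DMSO alone for no effect and ferristatin control at 100 nM for full effect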
# Active calls of the source: *; i = inactive; nt = not tested or not shown; & = joins results of further samples.
item	Structure	EBNA-1 inhibitor	CTSL1 counter	HCV core dimer	Yeast superoxide	PP1 counter	PP5 inh	GASC-1 inh	ZTA counter	TPT1 inhibitor
1	CCOC(=O)NC1(C(F)(F)F)NC(=O)N(c2ccc(F)cc2)C1=O (stereo not drawn)	6.0	-1.4	-5.8	104.5	0.6	1.6	-1.9	-25.2	-0.8
2	C=CCNC(=O)C(C)N1c2cccc3cccc(c23)S1(=O)=O (stereo not drawn)	1.9	-1.4	5.9	93.7	-4.0	0.4	-5.5	18.7	2.9
3	Cc1ccc(-n2c(C)cc(C(=O)NS(=O)(=O)c3ccc(C)cc3)c2C)cc1	4.7	3.5	19.7	105.0	3.0	-2.5	-6.5	10.8	1.8
4	O=C1CCC(C(=O)OC(C(=O)Nc2cc(Cl)cc(Cl)c2)c2ccccc2)=NN1 (stereo not drawn)	nt	nt	nt	110.1	1.5	4.2	0.7	12.7	nt
5	CCC1=NN2C(=N)/C(=C\c3ccc(OCCOc4ccc(NC(C)=O)cc4)cc3)C(=O)N=C2S1	-2.9	4.9	-0.4	98.8	0.4	0.8	10.7	-0.1	1.1
6	CCOC(=O)Cc1nnc(NC(=O)CSc2nncn2C)s1	-4.3	-0.1	0.6	116.4	-2.5	-1.8	0.2	8.6	0.7
7	COCC(=O)Nc1cc([N+](=O)[O-])ccc1OC	8.8	5.1	-9.0	92.8	-1.0	-1.3	-9.5	-4.7	-1.8
8	COc1ccc(OCCC(=O)N2CCN(C)CC2)cc1	-5.8	3.1	-6.2	104.7	-3.7	-3.9	3.4	-4.9	0.4
9	Cc1sc2nc(-c3ccncc3)[nH]c(=O)c2c1-c1ccccc1	5.4	-2.0	3.1	90.0	0.9	1.3	-0.8	3.9	-2.8
10	O=C(c1cccs1)N1CCN(c2nc3ccc([N+](=O)[O-])cc3s2)CC1	-5.3	-1.2	1.0	101.1	-1.4	-2.3	-2.6	-3.9	3.3
11	CCC1(COC(NC(=O)c2cccnc2)(C(F)(F)F)C(F)(F)F)COC1	2.3	-1.5	-0.8	83.9	-3.0	-2.6	6.1	-2.9	0.9
12	Cc1cc(NC(=O)CCC(=O)N(c2ccccc2)C(C(=O)NC(C)(C)C)c2ccccc2Cl)no1 (stereo not drawn)	3.3	-4.3	-10.8	114.1	5.4	2.8	17.8	-5.4	-1.3
13	Clc1ccc(C2CC(c3ccccc3)Nc3ncnn32)cc1 (stereo not drawn)	2.3	3.9	-6.4	111.8	6.7	1.4	1.4	11.8	-2.5
14	O=C(COC(=O)c1sc2cc(Cl)ccc2c1Cl)Nc1ncc(Cl)cc1Cl	-5.4	-9.0	6.7	155.5	-10.9	-3.4	-1.9	14.1	-2.1
15	O=C(NCC1COc2ccccc2O1)C1(c2ccccc2)CCCC1 (stereo not drawn)	-6.5	-3.0	0.6	99.6	-2.3	4.8	19.9	-9.0	-1.6
16	COc1ccc(S(=O)(=O)N2CCN(CC(O)COc3ccc(C#N)cc3)CC2)cc1OC (stereo not drawn)	1.9	-0.6	-1.5	91.1	-4.5	-1.9	-5.8	4.8	-2.3
17	C=CCC(C(=O)OC)(C(=O)OC)c1ccc([N+](=O)[O-])cc1[N+](=O)[O-]	-1.1	0.8	1.2	122.9	-1.9	-1.1	8.4	4.8	-1.8
18	CCOC(=O)C1=C(CSc2nc3c(cc2C#N)CN(C)CC3)OC(N)=C(C#N)C1c1ccncc1 (stereo not drawn)	-3.4	5.3	4.8	97.6	8.1	0.7	-0.3	0.0	-22.2
19	CCn1cc(C(=O)NCCCN2CCC(C)CC2)c2cc(OC)c(OC)cc2c1=O	-2.0	-2.4	-4.1	91.8	-4.7	0.1	-13.2	2.2	-2.5
20	Cc1cccnc1NC(=S)Nc1ccc(Br)cc1Cl	9.6	-3.3	-1.3	86.1	-3.0	2.9	-13.9	7.7	0.9
21	CC(Oc1ccc2ccccc2c1)C(=O)NNC(=S)NC(=O)c1ccco1 (stereo not drawn)	-5.1	1.6	10.6	314.8	0.5	3.5	-39.6	-10.2	-1.9
22	COc1cc(C(=O)N/N=C(\C)c2ccccn2)cc(OC)c1OC	8.6	0.0	-17.5	nt	0.4	-1.2	-15.6	1.6	-5.7
23	CC(C)=CC(=O)N1CCC(N2CCC(C(=O)NCC3CCCO3)CC2)CC1 (stereo not drawn)	2.5	-0.7	-4.6	97.1	-4.2	2.0	5.3	18.0	1.4
24	CCc1cc(C(=O)c2ccc(OC)cc2)c(NC(=O)COCC(=O)O)s1	-2.0	4.5	-0.1	108.9	-2.3	-0.5	-9.0	1.5	3.0
25	O=C(CSc1ccc2c(c1)OCCO2)NC(=O)Cc1ccccc1	-8.1	-0.7	4.1	99.0	-0.7	-1.0	4.7	-1.0	1.4
26	O=C(NCc1ccco1)c1ccc(Cn2c(=O)c3ccccc3n(Cc3cccc(F)c3)c2=O)cc1	-22.3	-0.2	32.6	123.4	4.8	-3.2	4.7	-3.8	4.4
27	CCCc1cnc(NCCNCC(O)COc2ccc(Cl)c(Cl)c2)nc1 (stereo not drawn)	-8.1	2.9	-6.8	98.3	2.9	-0.9	-0.2	0.0	-2.5
28	O=C(N/N=C/c1ccco1)c1cc(-c2cccc3ccccc23)n[nH]1	-4.7	0.8	6.6	102.1	4.0	3.5	0.8	-13.8	-2.5
29	CN(C)S(=O)(=O)c1cccc(NC(=O)COC(=O)CCc2nc3ccccc3s2)c1	-0.2	-8.9	-6.4	88.9	1.0	-1.3	3.9	-6.0	0.4
30	C/[N+]([O-])=C/c1c(OCc2ccccc2)ccc2ccccc12	9.6	-1.9	-7.7	102.3	-0.6	-0.1	4.8	10.3	-0.1
31	S=c1[nH]nc(CCc2ccccc2)n1Cc1ccccc1	-10.4	-2.2	10.7	95.7	0.2	3.9	-16.6	3.1	3.3
32	CCOc1ccc(OCC)c(NC(=O)C2CCN(c3nn4c(=O)cc(C)nc4s3)CC2)c1	8.6	1.2	11.8	94.4	-0.7	0.8	5.9	-7.3	-3.1
33	O=C(Cn1cccc1)N1CCc2ccccc21	5.5	-2.2	-1.7	72.3	-0.9	-2.3	i	-0.7	-3.4
34	CC1CCCCC1NC(=O)c1nnc(Cc2ccc(Cl)cc2)o1 (stereo not drawn)	0.6	-1.7	-6.4	97.5	-1.8	0.8	-5.6	8.7	-2.5
35	CC(=O)c1ccc(Nc2nc3ccccc3nc2NS(=O)(=O)c2cccs2)cc1	-5.8	-0.5	6.9	90.0	-1.5	2.4	15.5	12.7	1.1
36	Cc1ccc(NC(=O)CSCCc2ccccn2)nc1	16.1	-3.1	3.9	80.4	-3.6	0.6	4.1	15.3	1.1
37	O=C(CNC(=O)c1ccccc1Br)N/N=C/c1cccs1	3.4	-4.0	4.7	93.8	-2.2	1.9	-1.5	5.5	-3.9
38	O=C(O)c1ccc(CP(=O)(c2ccccc2)c2ccccc2)cc1	-4.8	-1.9	-6.4	104.3	2.8	0.3	5.5	-1.9	-2.7
39	CCN(CC)S(=O)(=O)c1cccc(C(=O)NN2Cc3ccccc3C2=N)c1	-9.8	7.5	6.8	85.4	2.0	-0.6	-9.8	3.5	3.4
40	O=C(c1cccc(F)c1)N1CCN(C(=O)c2cc3ncc(Br)cn3n2)CC1	-4.2	0.9	8.6	119.5	-3.4	0.8	-9.7	-6.0	3.7
41	COCc1nnc(NC(=O)CC(C)c2ccccc2)s1 (stereo not drawn)	-0.1	4.3	-1.4	99.1	-2.5	1.1	-1.0	0.0	-2.3
42	O=C(NCCCN1CCOCC1)c1ccc2c(=O)n(Cc3cccc(Br)c3)c(=S)[nH]c2c1	13.7	-0.5	-5.1	91.3	3.9	3.2	13.3	9.5	0.3
43	O=S(=O)(NCC(c1ccco1)N1CCOCC1)c1ccc(Cl)cc1 (stereo not drawn)	-10.5	-3.6	-7.3	109.0	-0.9	3.8	-7.0	-14.1	-2.2
44	CCOC(=O)CN(C(=O)Cn1nnc(-c2ccc(C)cc2)n1)C(CC)C(=O)NC1CCCC1 (stereo not drawn)	-7.1	0.2	-2.4	86.7	-3.8	1.8	-7.5&17.4	7.0	-7.0
45	CCOC(=O)C1CCN(C(=O)c2ccccc2Oc2ccccc2)CC1	-1.0	-4.0	-2.9	86.8	-7.4	3.9	83.4	-8.2	3.3
46	COc1ccc(-n2nc(C(=O)NCC(=O)N3CCN(c4ccccc4)CC3)c3ccccc3c2=O)cc1OC	-4.9	0.6	5.9	101.9	-1.1	-0.3	0.2	-13.1	-2.5
47	COc1ccc(C(=O)N/C(=C\c2ccco2)C(=O)NCc2ccco2)cc1	9.7	3.5	-3.1	86.4	3.2	0.1	-0.7	14.0	2.3
48	N#C/C(=C\c1ccc[nH]1)Sc1nc2ccccc2s1	-5.4	-4.7	-4.3	105.1	1.1	6.3	4.7	-23.3	-1.7
49	COc1ccccc1NC(=O)CSCc1cc(=O)n2ccsc2n1	-3.4	3.2	-12.0	110.4	-1.4	1.1	-13.2	-2.3	-4.6
50	Cc1ccc(NC(=O)CN(C)C(=O)Cc2c(Cl)cccc2Cl)cc1	-1.0	-2.6	8.6	93.0	5.2	0.3	-12.8	10.8	4.6
51	CN(C)CCNc1nc2sc3c(c2c(=O)n1-c1ccccc1)CCCCC3	2.5	-1.9	-2.3	86.6	-4.2	0.6	-27.0	-2.8	-4.4
52	CN(Cc1cn(C)nc1-c1cccc(Cl)c1)Cc1nccn1C	2.1	3.2	-5.3	111.8	-1.9	1.8	-6.7	-13.5	-2.4
53	O=C(NCc1ccccc1Cl)c1cccc(NC(=O)c2ccccc2)c1	-7.7	0.1	-5.0	104.6	2.6	2.3	-3.5	-8.1	-3.3
54	Oc1cc(O)c2c(c1)O[C@H](c1ccc(O)c(O)c1)[C@H](O)C2	7.1	-0.1	-1.4	96.1	-1.8	-1.2	8.8	15.2	-3.5
55	COc1c(S(=O)(=O)NCCCN2CCOCC2)ccc(Cl)c1Cl	-4.9	-2.4	2.2	94.4	-5.6	0.3	-8.0	-16.7	-1.7
56	CCCN(CC1CC1)C(=O)COc1ccccc1C(=O)NCc1ccccc1	4.6	0.6	-0.1	89.5	4.6	0.0	-4.6	1.7	-6.8

# Other structures.
item	Structure	EBNA-1 inhibitor	CTSL1 counter	HCV core dimer	Yeast superoxide	PP1 counter	PP5 inh	GASC-1 inh	ZTA counter	TPT1 inhibitor
57	O=C1COCCOCCOCCOCC(=O)NCCN1	1.2	1.4	-4.8	95.5	-2.8	1.3	13.9	-0.5	-1.1
58	O=c1[nH]c2ccc(S(=O)(=O)Nc3ccc(Cl)cc3)cc2[nH]1	-8.4	2.1	6.7	103.0	-1.4	-0.1	-6.3	-6.0	2.9
59	CCN1/C(=C2/SC(=S)N(C)C2=O)C=Cc2cc(C)ccc21	-3.6	-4.5	-1.8	106.3	-6.5	0.9	-19.5	-0.2	1.4
60	Cc1csc(=O)n1CCC(=O)OCC(=O)c1c(N)n(C)c(=O)n(C)c1=O	-0.2	-1.7	3.0	99.7	-3.8	-1.4	0.1	9.5	-2.6

# Shown with values under each structure: part of the list above.
# Below each SMILES: EBNA-1 inhibitor, CTSL1 counter, HCV core dimer, Yeast superoxide, PP1 counter, PP5 inh, GASC-1 inh, ZTA counter, TPT1 inhibitor
58. O=c1[nH]c2ccc(S(=O)(=O)Nc3ccc(Cl)cc3)cc2[nH]1
→ -8.4, 2.1, 6.7, 103.0, -1.4, -0.1, -6.3, -6.0, 2.9
59. CCN1/C(=C2/SC(=S)N(C)C2=O)C=Cc2cc(C)ccc21
→ -3.6, -4.5, -1.8, 106.3, -6.5, 0.9, -19.5, -0.2, 1.4
